Bioassay records (PubChem BioAssay)
Giardia kill: Giardia lamblia killing | Giardia lamblia trophozoite viability | hit rate 0.15% among 340,000 | activity change, % at 7.66 µM, hits read low; in the data active = activity change below about -80%; inconclusive = between about -30% and that limit;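 note: parasites exposed to compound for two days anaerobically before the ATP read; % is set by controls: 0 for no effect and ±100 for the full control effect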
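Each well holds 100 Giardia trophozoites and compound. After two days (48 hrs) at 37 deg C in anaerobic conditions, ATP is quantified by luminescence.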
uPA surface inh: cell surface uPA generation inhibition. hit rate 0.31% among 330,000. cell surface uPA generation assay, qHTS. Potency, µM (doses to about 38.3 µM), for the others: top-dose activity change, negative = inhibition, actives largely listed as inhibitors; active = well fitted inhibition curve with a large enough effect; inconclusive = small, poorly fitted or top-dose-only effect; inactive = no such curve, though single readings can be large or run the other way; tested in mouse RAW 264.7 cells; note: potency is the fitted concentration of half-maximal effect; % is set by controls: 0 for no effect and ±100 for the full control effect; nearly all actives have a fitted effect of over 55% in size
Tb PFK block: inhibitors of T. brucei phosphofructokinase; O15648; T. brucei PFK, ADP-Glo luminescence; Potency, µM (doses to about 57.5 µM), without a hit: at the highest dose activity, negative = inhibition, hits mostly inhibitors; hit rate 0.17% among 330,000; AID 485367;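 note: potency is the fitted concentration of half-maximal effect; 0% = uninhibited 1x PFK enzyme wells and -100% = no-enzyme wells; nearly all actives have a fitted effect of over 60% in size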
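1.25 nM PFK with 0.5 mM F6P and 0.1 mM ATP in 0.1 M TEA pH 8.0, 5 mM MgCl2, incubated 45 min at room temperature; ADP measured by ADP-Glo luminescence; compounds titrated up to 57 uM.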
NPC1 promoter act: activators of NPC1 promoter; Huh7 NPC1 promoter luciferase reporter, 24 h; Potency, µM (series often up to 9.22 µM), without a hit: top-dose activation, usual class: activators; hit rate 2.4% among 320,000; AID 485313;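 note: potency is the fitted concentration of half-maximal effect; % of control where 0% means no effect; nearly all actives have a fitted effect of over 60% in size; reporter is driven by a mutant NPC1 promoter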
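Huh7 reporter cells (NPC1 promoter driving luciferase) are dosed with compound for 24 h at 37 °C, 5% CO2; luciferase detection reagent is then added and luminescence measured after 10 min at ambient temperature.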
FLuc modulator: firefly luciferase modulation, counter-screen for miR-21 project | Potency, µM (top dose mostly 57.5 µM), for the others: top-dose activity change, negative = inhibition, most hits filed as inhibitors | hit rate 6.9% among 360,000 | P08659 | purified FLuc, Km substrates, luminescence inhibition;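 note: potency is the fitted concentration of half-maximal effect; plate controls were vehicle for no effect and reference inhibitor for full effect; nearly all actives have a fitted effect of over 55% in size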
Target sequence (P08659 whole entry, looked up): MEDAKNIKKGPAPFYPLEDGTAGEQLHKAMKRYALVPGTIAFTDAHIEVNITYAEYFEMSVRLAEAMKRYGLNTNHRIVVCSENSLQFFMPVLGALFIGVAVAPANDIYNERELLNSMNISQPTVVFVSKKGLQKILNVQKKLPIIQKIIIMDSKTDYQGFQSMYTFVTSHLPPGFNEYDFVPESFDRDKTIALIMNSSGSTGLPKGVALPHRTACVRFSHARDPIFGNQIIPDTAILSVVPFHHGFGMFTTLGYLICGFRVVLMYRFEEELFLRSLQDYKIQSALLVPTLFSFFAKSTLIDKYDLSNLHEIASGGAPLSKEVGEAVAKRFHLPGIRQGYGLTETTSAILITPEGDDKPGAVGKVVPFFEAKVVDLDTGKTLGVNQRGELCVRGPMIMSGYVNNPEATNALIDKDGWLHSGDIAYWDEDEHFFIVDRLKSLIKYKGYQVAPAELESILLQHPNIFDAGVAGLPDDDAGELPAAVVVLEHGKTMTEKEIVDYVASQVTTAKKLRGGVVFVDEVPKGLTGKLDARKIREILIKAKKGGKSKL
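Purified P. pyralis luciferase (10nM final) with 10uM D-luciferin and 10uM ATP (Km levels) in 50mM Tris acetate pH 7.5, 10mM Mg acetate, 0.01% Tween-20, 0.05% BSA; qHTS 6-point titration, ~60 µM downward; luminescence read.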
ELG1 genotoxic: inducers of genotoxicity in HEK293T ELG1-luciferase cells; HEK293T ELG1-luciferase reporter, luminescence, 16 h; hit rate 1.3% among 330,000; Potency, µM (top dose mostly 46 µM), without a hit: at the top dose activity change, positive = activation, hits mostly activators; note: potency is the fitted concentration of half-maximal effect; % of control where 0% means no effect; nearly all actives have a fitted effect of over 60% in size
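Genotoxicity was scored as increased ELG1-luciferase reporter signal, measured by ONE-Glo luminescence (30 min, room temperature). Compound or vehicle exposure of the HEK293T reporter cells lasted 16 hr at 37°C.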
VP16 counter: inhibits Gal4-VP16 luciferase reporter, ROR gamma counter-screen; hit rate 3.5% among 310,000; AID 2546; Drosophila S2 Gal4-VP16 UAS-luciferase, luminescence, 20 h; Potency, µM (series often up to 53.6 µM), without a hit: at the top dose activity, negative = inhibition, usual class: inhibitors;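 note: Gal4-VP16 expression switched on by copper sulfate through the metallothionein promoter; potency is the fitted concentration of half-maximal effect; % is set by controls: 0 for no effect and ±100 for the full control effect; nearly all actives have a fitted effect of over 50% in size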
RORg inh: ROR gamma (mouse) transcription inhibition; Drosophila S2 Gal4-RORgamma UAS-luciferase reporter, 20 h; hit rate 5.4% among 310,000; P51450; AID 2551; Potency, µM (top dose mostly 53.6 µM), inactives show top-dose activity change, negative = inhibition, most hits filed as inhibitors; note: potency is the fitted concentration of half-maximal effect; % is set by controls: 0 for no effect and ±100 for the full control effect; nearly all actives have a fitted effect of over 60% in size
Target sequence (P51450 whole entry, looked up, the tested form may be a part): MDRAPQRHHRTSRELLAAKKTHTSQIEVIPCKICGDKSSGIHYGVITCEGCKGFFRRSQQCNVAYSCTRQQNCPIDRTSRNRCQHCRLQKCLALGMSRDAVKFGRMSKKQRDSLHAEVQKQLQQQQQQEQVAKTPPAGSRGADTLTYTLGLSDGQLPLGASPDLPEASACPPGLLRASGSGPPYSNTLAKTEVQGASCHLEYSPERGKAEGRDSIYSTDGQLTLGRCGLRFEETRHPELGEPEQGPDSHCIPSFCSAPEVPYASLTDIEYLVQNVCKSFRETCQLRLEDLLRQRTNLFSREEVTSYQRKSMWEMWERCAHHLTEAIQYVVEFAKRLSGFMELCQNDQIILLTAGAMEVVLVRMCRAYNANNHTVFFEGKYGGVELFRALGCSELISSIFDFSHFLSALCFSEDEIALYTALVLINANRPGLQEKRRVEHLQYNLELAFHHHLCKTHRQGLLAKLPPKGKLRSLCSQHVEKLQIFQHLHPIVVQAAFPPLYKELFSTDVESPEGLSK
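Luciferase reporter read in Schneider cells carrying Gal4-RORγ (mouse) and UAS-Photinus luciferase; cells given compound 1 h before 700 uM copper sulfate induction, then incubated 20 h at ambient temperature.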
Rab9 promoter act: activators of Rab9 promoter; Huh7 Rab9 promoter-luciferase reporter, luminescence, 24 h; Potency, µM (titrated, usually from 9.22 µM), for inactives: at the highest dose activation, negative = inhibition, most hits filed as activators; hit rate 2.8% among 320,000; note: potency is the fitted concentration of half-maximal effect; % of control where 0% means no effect; nearly all actives have a fitted effect of over 60% in size
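Rab9 promoter-driven luciferase in stably transfected Huh7 cells; 1500 cells/well rested 2 h, exposed to compound in DMSO for 24 h at 37 °C, 5% CO2. Luminescence read 10 min after adding luciferase reagent at ambient temperature.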
FBPA coupling cs: inhibits coupling enzyme system, counter-screen for aldolase hits; coupling enzyme system counterscreen, AmpLite Red fluorescence; activity change, negative = inhibition, % at 58.2 µM, hits read low; hit rate 0.67% among 290,000; in the data active = activity change below about -30%; note: % is set by controls: 0 for no effect and ±100 for the full control effect
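Activity here indicates interference with the coupling reaction, not aldolase inhibition. Compounds at 57.5 uM final met coupling enzymes for 10 min at RT; substrate and AmpLite Red detection followed, with a 525/598 nm fluorescence read after 20 min.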
KCNH2 3.1 inh: KCNH2 3.1 (human) potassium channel inhibition; hit rate 0.95% among 340,000; AID 720553; U2OS KCNH2 3.1, thallium flux FluxOr; active compounds read low; activity change, % (tested at about 1.8 µM);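 active = maximum activity change below -70%; inconclusive = maximum activity change from -70% to -50%; inactive = maximum activity change above -50%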;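 note: thallium influx rate constant from kinetic fluorescence after stimulation buffer; % is set by controls: 0 for no effect and ±100 for the full control effect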
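U2OS cells transduced with KCNH2 3.1 mutant virus (1.77 x 10^8 /mL, 4 h), plated overnight at 37 C, loaded 45 min with FluxOr dye plus Red40 quencher. Thallium flux rate constant from kinetic reads after stimulation buffer, normalised to controls.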
Numbers without * were called inactive; ? = inconclusive; / = not tested or not shown; & = joins results of further samples; [ ] = remark or other dose. Unless noted, calls come from the whole dose curve; as a rule, active = well fitted curve in the direction sought with a large enough effect; inconclusive = small, poorly fitted or top-dose-only effect, or another doubt; inactive = no such curve, though single readings can be large; an effect the other way counts as inactive or inconclusive.

smiles | uPA surface inh | KCNH2 3.1 inh | RORg inh | FLuc modulator | VP16 counter | Giardia kill | FBPA coupling cs | Rab9 promoter act | ELG1 genotoxic | NPC1 promoter act | Tb PFK block
COc1cc(CC(=O)OCC(=O)NC2CCCCCC2)cc(OC)c1OC | -1% | 2 | / | / | / | -12 | / | / | 2% | / | -2%
Cn1nnc2cc(C(=O)NC3CCCCC3)ccc21 | 3% | -45 | 21% | 3%[2.3 µM] | 9% | -2 | 0 | 13% | 11% | 12% | -6%
CC(C)CCNCC(=O)NC(c1ccccc1)c1ccccc1 | -1% | -14 | 21% | -2% | -1% | 10 | 1 | -1% | -2% | -8% | -1%
CC(=O)Nc1ccc(S(=O)(=O)N(C)CC(=O)OCC(=O)N2CC(C)OC(C)C2)cc1 (stereo unspecified) | 1% | -11 | / | -1% | / | 22 | / | 0% | -5% | 2% | -15%
O=C(CSc1nnc(CNC(=O)c2ccco2)o1)Nc1ccc(OC(F)(F)F)cc1 | 13% | 0 | -2% | 0% | 1% | 9 | / | 1% | 1% | 2% | -3%
O=C(CCc1ccccc1)NCc1ccccn1 | / | -4 | -19% | 0% | -5% | 10 | 1 | 7% | 0% | 5% | 1%
CN(C)c1ccc(-c2nnc(SCC3CCCO3)n2C)cc1 (stereo unspecified) | -5% | -2 | 0% | ? | -5% | 0 | -5 | 3.2µM* | ? | ? | -7%
COc1cc(/C=C(\C#N)c2ccccn2)ccc1OCc1ccc(Cl)cc1 | -1% | -1 | ? | ? | -12% | -19 | 1 | 0% | 4% | 1% | 3%
CC(=O)NC1=NN(C(C)=O)C(C)(c2ccc(Br)cc2)S1 (stereo unspecified) | -7% | 31 | -1% | -2% | 5% | -20 | 1 | -1% | -2% | -5% | 0%
CC1Cc2nc(SCC(=O)OCc3ccccc3)n(C)c(=O)c2S1 (stereo unspecified) | -11% | -6 | 0% | 2% | -6% | -16 | 5 | 0% | -6% | 0% | 0%
COc1ccccc1S(=O)(=O)NCc1ccc(C(=O)NC(C)c2ccccn2)cc1 (stereo unspecified) | -8% | -5 | / | 5% | / | -7 | / | 0% | 1% | 1% | -2%
COc1ccc(-c2nc(N/N=C(\C)c3ccc(O)cc3)c3ccccc3n2)cc1 | ? | 9 | -29% | 1.7µM* | -9% | ? | -6 | 4% | -9% | -3% | 0%
CCOC(=O)CNC(=S)n1ncnc1N | -8% | -3 | ? | 0% | -10% | -11 | -1 | 1% | -3% | -8% | -1%
COc1cc(CCC(=O)Nc2ncc(C)s2)cc(OC)c1OC | 0% | 1 | 35% | 4% | -10% | -4 | 1 | -5% | -2% | -2% | 0%
CC(=O)N1CCN=C1SCc1c(F)cccc1Cl | -11% | 32 | -3% | 5% | 3% | -19 | 0 | -2% | -5% | -4% | 0%

The list continues:
smiles | uPA surface inh | KCNH2 3.1 inh | RORg inh | FLuc modulator | VP16 counter | Giardia kill | FBPA coupling cs | Rab9 promoter act | ELG1 genotoxic | NPC1 promoter act | Tb PFK block
CCCN(CCC)C(=O)c1ccc2nc(-c3ccc(OC)c(OC)c3)c(-c3ccc(OC)c(OC)c3)nc2c1 | 0% | 1 | 7% | 0% | 3% | 9 | -3 | 0% | -1% | -4% | -1%
C=CCNC(=O)c1c(C(F)(F)F)nn(C)c1Cl | 0% | -5 | 7% | -1% | -8% | 3 | 0 | -4% | 0% | -7% | 1%
CCc1nnc(NC(=O)CN2C(=O)N(C)C3(CCCCC3)C2=O)s1 | 0% | -1 | / | 8% | / | 10 | / | 0% | -2% | -2% | 0%
O=C(Cc1ccc(NC2=NC3CS(=O)(=O)CC3S2)cc1)N1CCN(c2ccc(F)cc2)CC1 (stereo unspecified) | 8% | -11 | -2% | 0% | -1% | -2 | 6 | 2% | -6% | 0% | -1%
CC(C)(C)N(CC(=O)NC1CCCCC1)C(=O)CS(=O)CC(=O)Nc1ccc(F)cc1 (stereo unspecified) | -2% | -7 | 0% | -2% | -5% | 3 | 0 | 0% | 4% | 6% | 0%
CCN1C(=O)[C@H]2[C@@H](c3ccc(-c4ccc(C(C)=O)cc4)cc3)N3CCC[C@@]3(C(=O)OC)[C@H]2C1=O | 1% | 15 | / | -11% | / | 9 | / | 5% | -5% | 3% | 0%
CCc1ccc(-c2cc(C)no2)cc1S(=O)(=O)N1CCOc2ccc(C)cc21 | -19% | -15 | -8% | 0% | -4% | -5 | / | -13% | -1% | -10% | -3%
COc1ccc(Cl)cc1NC(=O)CN(C)CC(=O)Nc1ccc(C)cc1Br | -1% | -2 | 12% | -4% | 8%[10 µM] | 7 | -1 | 2% | -18% | -1% | 0%
CN1C2CCC1CC(OC(c1ccccc1)c1ccccc1)C2 (stereo unspecified) | -14% | ? | ? | -1% | -12%&-4% | 1 | 2&0 | -9%[46.1 µM] | -7% | -9%[46.1 µM] | -5%
COc1ccc(-c2nn(-c3ccccc3)cc2CNCc2cccnc2)c(F)c1 | 2% | 3 | -3% | ? | -15% | -25 | 1 | 0% | -2% | 0% | -12%
O=C(OCc1ccccc1)c1cc(S(=O)(=O)N2CCCCC2)ccc1N1CCOCC1 | ? | -13 | / | 1% | / | 3 | / | -8% | -7% | 3% | -10%
CCOC(=O)CSc1nc2ccsc2c(=O)n1C1CCN(C(=O)OCC)CC1 | / | 6 | 43% | 8% | 11% | 9 | 2 | -7% | -4% | -6% | 0%
CCOC(=O)N1CCN(C(=O)c2oc3ccc(S(=O)(=O)N4CCCCC4)cc3c2C)CC1 | / | 0 | ? | 4% | -15% | 10 | 4 | -4% | -14% | -8% | -1%
Cc1cc(C)n(-c2ncc3c(n2)N(CCO)CCOC3=O)n1 | 10% | -8 | 4% | -2% | 4% | 3 | 1 | -2% | 1% | 0% | 0%
Nc1c2c(nc3ccn(-c4ccccc4)c(=O)c13)CCCCC2 | 0% | -3 | 29% | ? | -1% | -3 | 2 | 11% | 5% | 11% | 1%

The last 2 entries of the section above open the next one.
smiles | uPA surface inh | KCNH2 3.1 inh | RORg inh | FLuc modulator | VP16 counter | Giardia kill | FBPA coupling cs | Rab9 promoter act | ELG1 genotoxic | NPC1 promoter act | Tb PFK block
Cc1cc(C)n(-c2ncc3c(n2)N(CCO)CCOC3=O)n1 | 10% | -8 | 4% | -2% | 4% | 3 | 1 | -2% | 1% | 0% | 0%
Nc1c2c(nc3ccn(-c4ccccc4)c(=O)c13)CCCCC2 | 0% | -3 | 29% | ? | -1% | -3 | 2 | 11% | 5% | 11% | 1%
CCN(CC)S(=O)(=O)c1cccc(C(=O)N[C@H](C(=O)NC2=NCCS2)C(C)C)c1 | 1% | 0 | / | / | / | -1 | / | / | 0% | / | 5%
COC(=O)c1[nH]c2cccc(Cl)c2c1NC(=O)CN1CCN(CCO)CC1 | / | 2 | -1% | -1% | 2% | -13 | 3 | -7% | 1% | 3% | -3%
COc1ccc(NC(=O)CSc2nnc(C)c3ccccc23)cc1 | -8% | 6 | -34% | 3% | 1% | -26 | / | -4% | 3% | 0% | 1%
Cc1onc(-c2ccccc2)c1C(=O)Nc1nnc(COc2ccc(Cl)cc2)s1 | -2% | -4 | ? | ? | -18% | -16 | -1 | -9% | -3% | 4% | -27%
COc1ccccc1Nc1nccc(N(C)C)c1C#N | 3% | 13 | 3% | -2% | -13% | 2 | 4 | 1% | 2% | -2% | -2%
CN(C)CCCn1c(SCc2c(Cl)cccc2Cl)nnc1-c1ccncc1 | -7% | 25 | 6%[1.91 µM] | 0% | 2% | 33[activator] | -1 | 12% | -2% | 0% | -2%
CCOC(=O)c1csc(-c2snnc2C)n1 | -2% | 18 | 12% | 3% | -3% | -2 | 3 | -6% | 12% | 1% | 0%
Cc1ccc(C)c(OCC(=O)Nc2ccc(N3CCOCC3)cc2N2CCOCC2)c1 | 4% | -1 | / | ? | / | 13 | / | -1% | -8% | -3% | -1%
COC(=O)c1cnn(C(=O)c2ccccc2Br)c1N | / | -6 | 9% | -7% | 14% | 3 | -37* | 1% | -2% | 0% | 5%
Cc1cc(Cl)ccc1OC(C)c1nnc(N)s1 (stereo unspecified) | / | 0 | 8% | -19% | 5% | 15 | 2 | -1% | 1% | -4% | 1%
COCc1cc(CN2CCN(CCc3ccccc3)C(CCO)C2)ccc1OC (stereo unspecified) | 3% | 2 | 1% | -1% | -3% | 0 | 0 | -1% | 1% | 1% | 2%
CC(C)(C)Cc1nnc(NC(=O)c2ccco2)s1 | -20% | 6 | 7% | ? | 3% | -4 | 3 | ? | 18% | ? | 3%
O=C(CCn1c(=O)oc2ccc(Cl)cc21)N1CCN(Cc2ccccc2)CC1 | 3% | 10 | 6% | -1% | -2% | 1 | 2 | 1% | -3% | 3% | 1%
O=C(NCc1ccncc1)C(=O)Nc1nccs1 | 6% | 5 | 0% | 6% | 1% | 17 | 0 | -4% | -1% | 3% | -3%

Compounds as they come (roughly 14% active in at least one column).
